GAA spleen mod: lysosomal alpha-glucosidase (human) modulation. actives 0.006% (n = 240,000). human spleen homogenate, 4-MU-alpha-glucoside fluorescence. Potency, µM (titrated, usually from 79.9 µM), for inactives: at the top dose activity change, negative = inhibition, actives largely listed as inhibitors. P10253;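 note: 0% = enzyme with vehicle and -100% = no enzyme basal signal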
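Human spleen homogenate (1 ug) incubated with compounds and 1 mM 4-methylumbelliferyl-alpha-D-glucopyranoside in pH 5.0 citrate/phosphate buffer, 37 C, 40 min. Stopped at pH 10; 4-MU fluorescence (Ex 365/Em 440 nm); AC50 by Hill fit.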
L3MBTL1 inh: blocks human L3MBTL1; Q9Y468; AlphaScreen L3MBTL1–H3K9me1 peptide binding; Potency, µM (titrated, usually from 57.1 µM), for inactives: at the highest dose activity, negative = inhibition, most hits filed as inhibitors; actives 0.66% (n = 230,000); note: nearly all actives have a fitted effect of over 60% in size
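AlphaScreen proximity signal between nickel-chelate acceptor and streptavidin donor beads (final 10 ug/mL) reports binding of 50 nM L3MBTL1 to 75 nM biotin-H3 K9me1 peptide; complex incubated with compounds 30 min at room temperature; cefsulodin titration as control.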
GAA inh: alpha-glucosidase (human) inhibition | P10253 | purified human GAA, 4-MU-alpha-glucoside fluorescence | Potency, µM (doses to about 76.9 µM), inactives show top-dose activity change, negative = inhibition, most hits filed as inhibitors | actives 0.005% (n = 200,000);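 note: plate controls were uninhibited enzyme wells for no effect and no-enzyme background for full effect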
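Endpoint fluorogenic read: 20 min room-temperature reaction of 4 nM human alpha-glucosidase with 400 uM 4-methylumbelliferyl-alpha-D-pyranoside, pH 5.0, quenched with 1M NaOH/1M glycine pH 10. AC50 from Hill modeling.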
TRb-SRC2 inh: inhibitors of human thyroid hormone receptor beta-SRC2 interaction; P10828; TRbeta-SRC2 peptide binding, fluorescence polarization; receptor liganded with 1 µM T3; Potency, µM (doses to about 106 µM), for inactives: top-dose activity change, negative = inhibition, hits mostly inhibitors; actives 0.065% (n = 280,000);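 note: plate controls were bound peptide for no effect and peptide without receptor for full effect; nearly all actives have a fitted effect of over 50% in size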
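Human TRb ligand-binding domain (0.6 uM) is mixed with 20 nM Texas Red SRC2 peptide and 1 uM T3; after compound addition and 5 hr at ambient temperature, polarization is measured and normalized to unbound and bound controls.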
GAA glycogen: GAA glycogen-cleavage inhibition or activation | P10253 | recombinant GAA, glycogen substrate, Amplex Red glucose oxidase fluorescence | Potency, µM (highest dose often 76.4 µM), for the others: top-dose activity change, negative = inhibition, usual class: inhibitors | actives 0.38% (n = 300,000);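 note: 0% = full enzyme reaction and -100% = no-enzyme basal signal; the screen sought inhibitors and activators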
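Natural-substrate format: glycogen cleavage by 4 nM human enzyme, glucose read by Amplex Red coupling (Ex 573, Em 610 nm). Normalized to enzyme and no-enzyme controls.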
RECQ1 inh: RECQ1 (human) helicase inhibition; P46063; actives 0.54% (n = 240,000); Potency, µM (titrated, usually from 57.3 µM), without a hit: at the top dose activity, negative = inhibition, hits mostly inhibitors; RECQ1 DNA unwinding, red fluorescence kinetic read;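 note: plate controls were vehicle for no effect and no enzyme for full effect; nearly all actives have a fitted effect of over 30% in size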
Target sequence (P46063 whole entry, looked up): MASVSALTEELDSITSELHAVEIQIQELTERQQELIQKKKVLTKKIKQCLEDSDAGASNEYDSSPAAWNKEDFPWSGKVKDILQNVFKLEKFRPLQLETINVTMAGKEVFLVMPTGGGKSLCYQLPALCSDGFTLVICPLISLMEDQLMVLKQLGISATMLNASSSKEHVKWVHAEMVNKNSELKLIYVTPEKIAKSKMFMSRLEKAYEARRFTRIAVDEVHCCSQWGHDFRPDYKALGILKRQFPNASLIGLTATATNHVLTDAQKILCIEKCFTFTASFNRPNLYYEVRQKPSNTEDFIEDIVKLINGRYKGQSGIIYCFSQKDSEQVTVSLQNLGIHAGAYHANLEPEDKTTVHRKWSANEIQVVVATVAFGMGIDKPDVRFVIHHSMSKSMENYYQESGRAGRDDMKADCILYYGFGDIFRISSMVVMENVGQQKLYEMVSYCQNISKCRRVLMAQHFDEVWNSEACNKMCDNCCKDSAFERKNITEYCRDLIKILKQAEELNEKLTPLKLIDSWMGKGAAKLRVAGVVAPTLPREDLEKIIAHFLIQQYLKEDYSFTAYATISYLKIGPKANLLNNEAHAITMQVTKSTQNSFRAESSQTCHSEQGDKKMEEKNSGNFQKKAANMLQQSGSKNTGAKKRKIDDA
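RECQ1T1 50 nM; forked duplex (20 bp + 30-nt ss tails) 200 nM, ATP 2 mM final; pH 8.0, 2 mM MgCl2, 2.5 ug/ml poly(dI-dC); 15 min compound preincubation; discontinuous kinetic read over 2 h at RT.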
TR SRC2 fluor cs: Texas Red fluorescence interference in TRb-SRC2 counter-screen; Potency, µM (highest dose often 106 µM), without a hit: at the top dose fluorescence change, negative = quenching; TRb/SRC2 Texas Red total fluorescence interference; actives 0.29% (n = 280,000); active = well fitted curve in either direction with a large enough effect; inconclusive = small, poorly fitted or top-dose-only effect
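Human TRb ligand-binding domain at 0.6 uM with 20 nM Texas Red SRC2 peptide in Tris buffer containing 1 uM T3 and 5% DMSO, incubated with compound 5 h at ambient temperature. Total fluorescence (555/632 nm) calculated as parallel + 2 × perpendicular.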
RGS12 GoLoco inh: inhibitors of human Gai1-RGS12 GoLoco interaction (red fluorophore) | P63096 | Gai1:RGS12 GoLoco peptide FP, rhodamine, 10 min | Potency, µM (titrated, usually from 61.6 µM), inactives show top-dose activity, negative = inhibition, actives largely listed as inhibitors | AID 880 | actives 0.44% (n = 230,000); active = well fitted inhibition curve with a large enough effect, not every such curve was filed as active; inactive = no such curve, though single readings can be large or run the other way; note: nearly all actives have a fitted effect of over 30% in size; many of its hits are not listed in these tables
Target sequence (P63096 whole entry, looked up): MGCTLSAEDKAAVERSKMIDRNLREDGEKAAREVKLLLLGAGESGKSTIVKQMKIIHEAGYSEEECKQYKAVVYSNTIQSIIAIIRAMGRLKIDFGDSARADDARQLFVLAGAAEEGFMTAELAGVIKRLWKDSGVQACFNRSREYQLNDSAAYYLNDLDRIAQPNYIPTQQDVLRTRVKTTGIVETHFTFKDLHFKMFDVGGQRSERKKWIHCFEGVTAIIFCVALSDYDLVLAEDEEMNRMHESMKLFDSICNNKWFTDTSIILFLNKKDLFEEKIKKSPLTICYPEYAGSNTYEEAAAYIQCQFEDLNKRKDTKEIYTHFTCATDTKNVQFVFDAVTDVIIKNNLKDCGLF
Starred values were filed as active, the others as inactive; i = inactive; ? = inconclusive; · = not tested or not shown; [ ] = dose if it differs, or a comment. Unless noted, calls come from the whole dose curve; as a rule, active = well fitted curve in the direction sought with a large enough effect; inconclusive = small, poorly fitted or top-dose-only effect, or another doubt; inactive = no such curve, though single readings can be large; an effect the other way counts as inactive or inconclusive. Unless noted, % is set by controls: 0 for no effect and ±100 for the full control effect; potency is the fitted concentration of half-maximal effect.

1) CCN(CC(=O)Nc1ccccc1C(=O)Nc1ccccc1)Cc1nc2ccccc2c(=O)[nH]1
2) CCOC(=O)c1sc(NC(=O)c2ccc(Cl)s2)cc1C
3) COc1ccccc1N(CC(=O)NCCSc1ccc(Cl)cc1)S(C)(=O)=O
4) CCc1ccc(C(=O)NC(CCSC)C(=O)OC)cc1 (stereo not drawn)
5) CCOCCCNC(=O)C(NC(=O)CNC(=O)c1ccccc1)c1ccc(C)cc1 (stereo not drawn)
6) CCCCn1c(=O)cc(N2CCOCC2)[nH]c1=O
7) CC(=O)c1cccc(NC(=O)COC(=O)c2n[nH]c3ccccc23)c1
8) CCOc1ccc(S(=O)(=O)Nc2ccc(C(=O)NN)cc2)cc1
Compound,1,2,3,4,5,6,7,8
GAA spleen mod,3.5%,8.7%,6.9%,0.7%,0.5%,-20.4%,10.6%,-3.2%
L3MBTL1 inh,3.1%,3.9%,1.6%,24.3%,·,-5.3%,10.6%,·
GAA inh,-2.0%,1.8%,-5.6%,-9.4%,-12.2%,-10.1%,0.8%,·
TRb-SRC2 inh,2.6%,4.4%,-0.4%[53 µM],-0.1%,-4.3%,-2.9%,1.9%,-0.1%
GAA glycogen,-3.1%,2.1%,15.5%,0.6%,-6.5%,0.0%,4.6%,-10.4%
RECQ1 inh,i,-0.3%,13.0%,i,i,0.8%,-1.3%,-1.7%
TR SRC2 fluor cs,0.7%,1.5%,-1.1%[53 µM],4.0%,1.5%,-1.2%,-4.3%,-4.5%
RGS12 GoLoco inh,1.4%,2.7%,3.8%,11.5%,-13.9%,-1.3%,1.6%,-2.4%

9) Cc1ccc(NC(=O)COC(=O)CNC(=O)C2CCCCC2)c(Br)c1
10) CCOCCCNC(=O)c1ccc(CS(=O)(=O)Cc2cccc(C)c2)o1
11) COc1ccc(/C=C\C(=O)NCc2ccc3[nH]c(C)cc3c2)cc1OC
12) CC(=O)Nc1ccc(SCC(=O)OCC(=O)NC(=O)NC2CCCC2)cc1
13) O=S(=O)(CCSc1nc2ccccc2o1)Cc1ccccc1
14) COc1ccc(CNC(=O)CN(C)S(=O)(=O)c2ccc(Cl)cc2)cc1
15) Cc1cccc(Nc2nnc(SCC(=O)Nc3cccnc3Cl)s2)c1
16) N/C(=N\OC(=O)c1ccc(F)cc1)c1nonc1N
Compound,9,10,11,12,13,14,15,16
GAA spleen mod,1.3%,-5.2%,1.2%,-13.8%,-0.7%,0.0%,4.3%,-6.6%
L3MBTL1 inh,9.0%,-2.1%,-6.4%,12.1%,0.0%,-5.9%,-9.8%,6.7%
GAA inh,6.1%,1.1%,-1.6%,1.3%,-2.6%,7.6%,-2.8%,10.6%
TRb-SRC2 inh,-1.2%,-8.7%,6.0%,-1.0%,3.2%,3.2%,4.2%,-0.7%
GAA glycogen,-1.1%,5.0%,1.2%,-10.0%,11.4%,7.7%,-3.6%,7.9%
RECQ1 inh,-8.9%,i,-6.1%,-2.4%,-16.6%,i,i,0.3%
TR SRC2 fluor cs,-0.4%,0.4%,-2.3%,-2.3%,-7.3%,-0.1%,-1.3%,-0.6%
RGS12 GoLoco inh,-4.9%,1.7%,-5.2%,0.9%,6.0%,4.0%,5.1%,-3.3%

17) Cc1ccccc1OCc1nnc(SCC(=O)N2CCc3ccccc32)n1C
18) COc1ccccc1NC(C#N)c1ccccc1OCc1ccccc1 (stereo not drawn)
19) O=C(Cc1ccccc1)Nc1ccc(NC(=O)C2CCCCC2)nc1
20) CC(=O)Nc1ccc(C(=O)OCC(=O)Nc2ccccc2F)cc1
21) COc1ccc(-c2nnc(SCc3ccccc3F)o2)cc1
22) COc1cccc(-c2nn(-c3ccccc3)cc2/C=C(\C#N)C(=O)NCCCn2ccnc2)c1
23) O=C(c1ccc(Br)cc1)N1CCN(S(=O)(=O)c2ccccc2)CC1
24) N#Cc1nc(-c2ccc(OCc3ccccc3)cc2)oc1N1CCC(C(N)=O)CC1
Compound,17,18,19,20,21,22,23,24
GAA spleen mod,-22.1%,-4.2%,11.3%,-1.1%,7.1%,-2.0%,-1.2%,-7.7%
L3MBTL1 inh,-0.8%,17.1%,-6.8%,2.7%,·,-10.8%,1.3%,0.5%
GAA inh,-7.5%,-5.8%,9.5%,3.3%,-0.5%,-3.6%,-11.8%,-0.3%
TRb-SRC2 inh,-11.7%,-2.5%,-5.6%,3.0%,-3.6%,7.1%,-3.0%,-19.1%
GAA glycogen,4.3%,3.9%,-9.3%,-0.4%,2.2%,2.4%,-6.7%,0.4%
RECQ1 inh,-6.9%,-11.2%,-4.0%,-21.0%,-18.7%,-2.0%,5.8%,i
TR SRC2 fluor cs,1.3%,-3.5%,-7.2%,0.6%,-5.8%,-3.5%,2.2%,1.7%
RGS12 GoLoco inh,9.8%,-2.5%,13.0%,2.0%,3.7%,1.9%,0.6%,1.3%

Reformatted field by field: entries from further up.
[19] O=C(Cc1ccccc1)Nc1ccc(NC(=O)C2CCCCC2)nc1
  GAA spleen mod: 11.3%
  L3MBTL1 inh: -6.8%
  GAA inh: 9.5%
  TRb-SRC2 inh: -5.6%
  GAA glycogen: -9.3%
  RECQ1 inh: -4.0%
  TR SRC2 fluor cs: -7.2%
  RGS12 GoLoco inh: 13.0%

[20] CC(=O)Nc1ccc(C(=O)OCC(=O)Nc2ccccc2F)cc1
  GAA spleen mod: -1.1%
  L3MBTL1 inh: 2.7%
  GAA inh: 3.3%
  TRb-SRC2 inh: 3.0%
  GAA glycogen: -0.4%
  RECQ1 inh: -21.0%
  TR SRC2 fluor cs: 0.6%
  RGS12 GoLoco inh: 2.0%

[21] COc1ccc(-c2nnc(SCc3ccccc3F)o2)cc1
  GAA spleen mod: 7.1%
  L3MBTL1 inh: ·
  GAA inh: -0.5%
  TRb-SRC2 inh: -3.6%
  GAA glycogen: 2.2%
  RECQ1 inh: -18.7%
  TR SRC2 fluor cs: -5.8%
  RGS12 GoLoco inh: 3.7%

The results go on:
25) NNC(=O)CCN1CCN(C(c2ccccc2)c2ccccc2)CC1
26) O=C(Cc1ccccc1[N+](=O)[O-])NCCSCc1c(F)cccc1Cl
27) Cc1cc2n(n1)C(c1ccccc1)CC(c1ccc(Br)cc1)=N2 (stereo not drawn)
28) O=C(CCCN1C(=O)c2ccccc2C1=O)OC1CSCC1NC(=O)c1ccccc1 (stereo not drawn)
29) CSc1ccccc1NC(=O)c1cc(C)on1
30) c1ccc(OCc2nnnn2-c2ccccc2)cc1
31) O=C(Nc1ccccc1C(F)(F)F)N1CCN(c2ccccn2)CC1
32) Cc1cc(C)n(-c2cccc(Cl)c2C#N)n1
Compound,25,26,27,28,29,30,31,32
GAA spleen mod,1.2%,-4.0%,-4.8%,-1.0%,-5.4%,-1.3%,-4.8%,-1.0%
L3MBTL1 inh,-18.1%,-6.4%,16.4%,-2.6%,·,9.8%,4.3%,·
GAA inh,7.8%,?,0.3%,5.4%,-10.5%,0.1%,?,·
TRb-SRC2 inh,2.6%,-6.7%,2.4%,-8.4%,-4.7%,-1.3%,-3.5%,9.1%
GAA glycogen,5.4%,-1.4%,-21.1%,6.2%,4.6%,13.3%,5.8%,4.2%
RECQ1 inh,-7.1%,-0.9%,-11.4%,i,-0.9%,-10.8%,i,19.5%
TR SRC2 fluor cs,-0.2%,-0.3%,?,-4.0%,3.7%,-3.5%,-4.8%,-0.4%
RGS12 GoLoco inh,-2.3%,3.5%,-14.0%,10.4%,11.4%,·,-1.9%,2.3%

33) COc1ccc(/C=N\NC(=O)C2C(=O)NCC2c2ccccc2)cc1O (stereo not drawn)
34) CN(C)CCCN=C(NO)c1ccc(Cl)cc1Cl
35) O=P(c1ccccc1)(c1ccccc1)C(O)c1ccco1 (stereo not drawn)
36) COc1cc(C(=O)Nc2ccc3c(c2)N(C(=O)CN2CCN(C)CC2)c2ccccc2CC3)cc(OC)c1OC
37) CCOc1ccccc1OCC(=O)Nc1ccc(S(=O)(=O)Nc2nc(C)cc(C)n2)cc1
38) COc1cccc(C2c3[nH]c4ccccc4c3CCN2Cc2ncc[nH]2)c1 (stereo not drawn)
39) COc1cc(OC)cc(-n2nc(C(=O)NCCCN3CCOCC3)c3ccccc3c2=O)c1
40) COC(=O)C(Cc1ccccc1)NC(=O)C(CC(C)C)NC(=O)OC(C)(C)C (stereo not drawn)
Compound,33,34,35,36,37,38,39,40
GAA spleen mod,-7.7%,4.4%,-5.8%,-4.7%,-0.3%,-5.6%,-18.4%,-11.3%
L3MBTL1 inh,-4.4%,·,·,-11.1%,2.1%,-25.5%,·,3.9%
GAA inh,-4.0%,·,-4.3%,-1.7%[15.4 µM],3.4%,8.4%,-0.4%,0.4%
TRb-SRC2 inh,4.4%,2.7%,-2.0%,-1.0%,4.6%,6.9%,-19.2%,2.5%
GAA glycogen,-3.9%,0.4%,1.8%,5.9%,-1.2%,10.1%,-4.0%,-2.2%
RECQ1 inh,-12.8%,16.5%,5.0%,3.7%,-1.1%,16.2%,i,-0.1%
TR SRC2 fluor cs,-0.1%,-0.2%,-0.1%,-1.4%,0.1%,-2.2%,0.5%,-0.4%
RGS12 GoLoco inh,-4.2%,-8.0%,-7.8%,4.5%,6.0%,21.9%,1.4%,5.5%

41) CCCn1cc(SCC(=O)NCC2CCCO2)c2ccccc21 (stereo not drawn)
42) CCOP(=O)(c1ccccc1)C1(C#N)CC1 (stereo not drawn)
43) Cc1[nH]c2c(C)cccc2c1CCNC(=O)C1CCCCC1C(=O)OCC(F)(F)F (stereo not drawn)
44) CCOc1ccc(CN2CCN(CCCn3cccn3)CC2CCO)cc1 (stereo not drawn)
Compound,41,42,43,44
GAA spleen mod,6.0%,1.0%,-6.8%,3.0%
L3MBTL1 inh,0.9%,·,-7.2%,-18.9%
GAA inh,-6.6%,1.7%,-7.4%,-0.8%
TRb-SRC2 inh,-2.4%,-0.3%,8.7%,0.5%
GAA glycogen,-9.2%,-3.5%,-3.2%,-5.6%
RECQ1 inh,i,-5.1%,-3.9%,-15.8%
TR SRC2 fluor cs,2.2%,-0.5%,-1.7%,-6.4%
RGS12 GoLoco inh,3.9%,-0.6%,-8.8%,4.4%

Compound activity (PubChem BioAssay)

The list is partial. The share of hits here may be higher or lower than overall.
